Compound activity from PubChem.
PV pol inh: poliovirus RNA polymerase inhibition. % elongation, % (compound at 16.7 µg/mL). poliovirus polymerase elongation, fluorescence polarization; hits give low values. P03300. 150,000 tested, 0.66% active; in the data active = % elongation below about 90%; also: some results filed as inactive read as strong as hits
Target sequence (P03300 1749-2209 limits assumed): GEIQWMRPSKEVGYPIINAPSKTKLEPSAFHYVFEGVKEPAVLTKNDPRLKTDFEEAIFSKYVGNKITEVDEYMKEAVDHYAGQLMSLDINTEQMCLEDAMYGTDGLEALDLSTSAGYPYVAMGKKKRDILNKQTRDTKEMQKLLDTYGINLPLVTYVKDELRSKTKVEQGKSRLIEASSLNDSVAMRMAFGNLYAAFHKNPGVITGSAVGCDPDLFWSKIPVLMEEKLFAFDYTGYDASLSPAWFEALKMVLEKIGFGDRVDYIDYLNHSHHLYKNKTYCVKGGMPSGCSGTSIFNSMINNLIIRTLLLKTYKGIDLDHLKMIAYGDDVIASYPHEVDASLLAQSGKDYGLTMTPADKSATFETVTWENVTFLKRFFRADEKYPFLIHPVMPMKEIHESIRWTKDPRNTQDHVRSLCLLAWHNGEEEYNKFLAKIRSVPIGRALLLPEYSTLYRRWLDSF
PV pol inh FP z-score: second read-out of PV pol inh, no call of its own (marks repeat the call); z-score; measured here: FP z-score; hits read low
* hit, by the source's call; & = joins results of further samples. Some of the compounds tested, so the mix of outcomes need not match the whole.

SMILES,PV pol inh,PV pol inh FP z-score
O=C(O)CCCN1C(=O)C(=O)/C(=C(/O)c2ccccc2)C1/C=C/c1ccccc1 (configuration not stated),101,-0.2
N#CCC(=O)NC(=O)NC12CC3CC(CC(C3)C1)C2,102,-0.3
Cc1cc(C)c2c(n1)sc1c(=O)n(CC(=O)O)cnc12,103,-0.1
COCCCCCCCCCCCC(=O)O,98&98,-1.1&-0.4
C=CCN1C(=O)/C(=C/c2ccco2)C(=O)NC1=S,100,0.1
CCC(=O)N1CCN(c2ccc(NCc3ccccc3)cc2)CC1,104,-0.1
CCc1ccc(-c2nn(Cc3ccccc3)cc2C(=O)N2CCN(CCN3CCCC3)CC2)cc1,105,0.3
CC1CCCC(C)N1C(=O)COC(=O)c1cc(=O)[nH]c2ccccc12 (configuration not stated),103,-0.4
O=C(Nc1cccc(Br)c1)c1cccc2c1C(=O)c1ccccc1-2,102,0
COc1cccc(-c2ccc3c(N)c(C(=O)Nc4cc(C(F)(F)F)ccc4OC)sc3n2)c1,111,0
CCOC(=O)c1cc(-c2ccc3c(c2)OCO3)nn1-c1cccc(C(=O)O)c1,107,0
Cc1cc(SCC(=O)N2CCCCC2)nc2ccccc12,100,-0.4
Cc1ccc(C(=O)Cc2cc3ccccc3oc2=O)cc1,103,0.4
O=C(CCCN1C(=O)c2cccnc2Oc2ccc(Cl)cc21)NCc1ccc(F)cc1,103,-0.6
COc1oc(-c2ccccc2)nc1C(F)(F)F,101,0.2

Continued:
SMILES,PV pol inh,PV pol inh FP z-score
COc1cc2c(cc1OC)C(c1cc3cc4c(cc3[nH]c1=O)OCO4)N(C(=O)c1ccco1)CC2 (configuration not stated),104,1.4
O=C(NC1CCCC1)C(c1ccccn1)N(C(=O)c1ccc2c(c1)OCCO2)c1ccccc1 (configuration not stated),102,0.1
COC(=O)c1ccc(NC(=O)C2CCN(c3ncnc4c3nc3n4CCCCC3)CC2)cc1,112,1.2
CCOc1ccccc1N1CC(c2nc3ccccc3n2CCCOc2ccc(OC)cc2)CC1=O (configuration not stated),109,0.3
O=C(Cn1c2ccccc2c2cn[nH]c(=O)c21)NCc1ccco1,100,-0.5
O=C(O)/C=C/C(=O)NNc1nc2cc(S(=O)(=O)N3CCOCC3)ccc2o1,97,-0.6
CC1CCCC(NC(=O)COC(=O)c2ccc3ccccc3n2)C1C (configuration not stated),101,0
O=C(C(c1ccccc1)c1ccccc1)N(Cc1ccco1)Cc1cccs1,100,-0.9
CCOc1ccc(N=CC2=C(O)CNC2=O)cc1,102,0.2
COc1ccc(S(=O)(=O)NCCSc2nnnn2-c2ccccc2)cc1,75*,-7.9*
CCOC(=O)N1CCC(Nc2cc(C)c(C#N)c3nc4ccccc4n23)CC1,103,0.4
CCCC1CCC(C(=O)n2nc(N)c3cc4ccc(OC)cc4nc32)CC1 (configuration not stated),100,-0.3
CC(C)CCn1c(CO)cnc1S(=O)(=O)C(C)C,105,1.5
Cc1cccc(CC(=O)N2CC(=O)Nc3ccc(F)cc3C2c2ccccc2)c1 (configuration not stated),111,1
COC(=O)CSc1nc2cc3c(cc2cc1C#N)OCO3,100,-0.8

Quoted from the listing.
PV pol inh FP z-score with COC(=O)c1ccc(NC(=O)C2CCN(c3ncnc4c3nc3n4CCCCC3)CC2)cc1 : 1.2
PV pol inh FP z-score with CC(C)CCn1c(CO)cnc1S(=O)(=O)C(C)C : 1.5
PV pol inh with CCOc1ccccc1N1CC(c2nc3ccccc3n2CCCOc2ccc(OC)cc2)CC1=O (configuration not stated) : 109
PV pol inh FP z-score with CC1CCCC(NC(=O)COC(=O)c2ccc3ccccc3n2)C1C (configuration not stated) : 0

(more compounds)
SMILES,PV pol inh,PV pol inh FP z-score
Cc1ccc(NS(=O)(=O)c2ccc3c(c2)NC(=O)CCS3)cc1F,111,0.6
O=c1[nH]cnc2c1oc1ccccc12,92,-0.6
Cc1cc(I)c[nH]c1=O,101,0.1
COc1ccc(N2CCN(c3ccc(-c4nc(-c5cccc(C)c5)no4)cc3[N+](=O)[O-])CC2)cc1,108,0
Cc1cccc(NC(=O)Cn2cnc3c(oc4ccccc43)c2=O)c1C,101,-0.6
Cc1ccc2oc(-c3ccc(NC(=O)c4cccc(F)c4)c(C)c3)nc2c1,98,-0.6
COc1ccc(Nc2ncnc3scc(-c4ccc(F)cc4)c23)cc1,94,-2.1
COC(=O)c1ccccc1NC(=O)Cn1c(=O)n(CCCCC(=O)NCc2ccc3c(c2)OCO3)c(=O)c2ccccc21,107,0.4
CC(C)=NNC(=O)CN(C1=NS(=O)(=O)c2ccccc21)c1ccccc1,102,-0.1
CC(C)CC(=O)Nc1sc2c(c1C#N)CCCCC2,98,-0.6
O=C1C=CC2(C=C1)CC1(CCCCC1)N=C2SCc1ccccc1,100,-0.1
CCC(=O)Oc1cc2c(C)cc(=O)oc2cc1Cl,102,0
O=C1c2ccccc2C(=O)N1CC1OCc2ccccc2CO1,103,0.3
c1ccc2c(c1)Nc1ccccc1S2,102,0.3
O=C1N/C(=C\c2ccccc2Cl)C(=O)N1Cc1ccc(Cl)cc1,101,0.1

Reformatted field by field: 2 of the compounds above
CC(C)=NNC(=O)CN(C1=NS(=O)(=O)c2ccccc21)c1ccccc1
  PV pol inh: 102	PV pol inh FP z-score: -0.1
CC(C)CC(=O)Nc1sc2c(c1C#N)CCCCC2
  PV pol inh: 98	PV pol inh FP z-score: -0.6

(next part)
SMILES,PV pol inh,PV pol inh FP z-score
COc1ccc(/C=C2\SC(=S)N(CCCCCC(=O)N3CCN(C)CC3)C2=O)cc1,101,0
CN(Cc1ccccc1)C(=O)c1cc(-c2ccc(Cl)cc2)on1,102,0.2
CCOc1ccc(S(=O)(=O)N2CCN(c3cc(Cl)ccc3Cl)CC2)c2ccccc12,102,-0.3
O=C(NCc1ccncc1)c1cc2ccccc2nc1Cl,102,-0.2
COc1ccccc1NC(=O)CN(Cc1ccco1)C(=O)c1ccc(OC)c(OC)c1,105,0.6
Cc1ccsc1C(=O)OCC(N)=O,99,-1.1
Cc1ccc(-n2nc(C(=O)NCCN(C)C)c(=O)n(C)c2=O)cc1,104,-0.7
COc1cccc(C(=O)Nc2ccccc2-c2nnc(-c3cccc(OC)c3)o2)c1,107,0.7
FC(F)(F)c1cc(Nc2nc3ccccc3c3nncn23)ccc1Cl,109,1.1
COc1ccc(-c2cc(-c3ccccc3)c(-c3ccccc3)nn2)cc1CN1CCOCC1,105,0.3
CC1=CC(=O)C(C(=O)/C=C/c2cn(-c3ccccc3)nc2-c2cc3ccccc3o2)C(=O)O1 (configuration not stated),46,-6.9
COc1ccc(C(=O)Nc2cccc(-c3cn4ccsc4n3)c2)cc1OC,107,-0.1
O=c1[nH]c(CN2CCN(Cc3ccccc3)CC2)nc2sc3c(c12)CCC3,107,0.8
CCC(C)c1ccc(Oc2ccc(S(=O)(=O)N3CCCCC3)cn2)cc1 (configuration not stated),103,0.5
Cc1ccc2cc(CCNC(=O)Cc3ccccc3)c(=O)[nH]c2c1,100,-0.3

Next section, starting with the last seven of the part before.
SMILES,PV pol inh,PV pol inh FP z-score
FC(F)(F)c1cc(Nc2nc3ccccc3c3nncn23)ccc1Cl,109,1.1
COc1ccc(-c2cc(-c3ccccc3)c(-c3ccccc3)nn2)cc1CN1CCOCC1,105,0.3
CC1=CC(=O)C(C(=O)/C=C/c2cn(-c3ccccc3)nc2-c2cc3ccccc3o2)C(=O)O1 (configuration not stated),46,-6.9
COc1ccc(C(=O)Nc2cccc(-c3cn4ccsc4n3)c2)cc1OC,107,-0.1
O=c1[nH]c(CN2CCN(Cc3ccccc3)CC2)nc2sc3c(c12)CCC3,107,0.8
CCC(C)c1ccc(Oc2ccc(S(=O)(=O)N3CCCCC3)cn2)cc1 (configuration not stated),103,0.5
Cc1ccc2cc(CCNC(=O)Cc3ccccc3)c(=O)[nH]c2c1,100,-0.3
CCCCn1c(SCCO)nc2c(c1=O)C1(CCCC1)Cc1ccccc1-2,100,-1.1
Cc1cc(C)c(S(=O)(=O)NCC(c2ccc(N(C)C)cc2)N2CCc3ccccc32)c(C)c1 (configuration not stated),100,-0.8
COc1cc(OC)cc(C(=O)Nc2c(C(=O)Nc3ccc(F)cc3)oc3ccccc23)c1,104,0
CCN1CCN(C(c2ccccc2)c2sc3nc(-c4ccco4)nn3c2O)CC1 (configuration not stated),113,1.5
CCN(CCCNC(=O)c1cc2c(=O)n(CC)c3ccccc3c2s1)c1ccccc1,103,0
O=C(Cc1cccs1)NCCCc1ccccc1,106,0.8
CCN1C(=O)/C(=C2/Sc3ccc(OC)cc3N2C)SC1=Nc1cccc(O)c1,105,0.8
CN(C)c1oc(/C=C/c2ccc(F)cc2)nc1C#N,105,-0.8
c1ccc2c(c1)OCC(c1nn3cnnc3s1)O2 (configuration not stated),103,0.4
O=C(CBr)C12CC3CC(CC(C3)C1)C2,101,-0.1
COc1cc(-c2nc(SCC(=O)Nc3ccc(C)cc3)c(-c3ccc(F)cc3)[nH]2)cc(OC)c1OC,118,1.5
Nc1ccc2nc(SCC(=O)c3ccccc3)sc2c1,104,0.4
CCOC(=O)c1[nH]c(COC(=O)C(NS(=O)(=O)c2ccc(Cl)cc2)C(C)O)c(C(=O)OCC)c1C (configuration not stated),103,0.1
COCCCNC(=O)c1cc2n(n1)CCCN(Cc1ccc(C)cc1)C2=O,107,0.2
CCn1c2ccccc2c2cc(CO)ccc21,100,-0.4

The listing continues:
Each structure is followed by: PV pol inh	PV pol inh FP z-score
> Cc1cc(=O)[nH]c2nnc(SCC(N)=O)n12
    107	-0.1
> COc1ccc2c(c1OC)CN(C)CCc1cc3c(cc1C(O)C2)OCO3 (configuration not stated)
    104	0.1
> Cc1cc(C(=O)Cn2ncc(Cl)c(Cl)c2=O)c(C)n1-c1ccc2c(c1)OCCO2
    114	1.2
> O=C(O)CCCN1C(=O)c2cccnc2Oc2ccc(Cl)cc21
    102	0
> COC(=O)c1cc2oc(C)cc2n1Cc1nc(-c2ccc(C)cc2)oc1C
    102	-0.1
> Cc1cccc(Oc2nc3c4c(C)c(C)oc4ncn3n2)c1
    101	0
> OCc1nc2cc3ccccc3cc2[nH]1
    103	0.3
> Cc1cc(C)cc(NC(=O)Cn2cc(S(=O)(=O)NC(C)(C)C)c(S(=O)(=O)NC(C)(C)C)c2)c1
    108	0
> CCOC(=O)N(c1ccc(OC)cc1)S(=O)(=O)c1ccccc1
    107	0.3
> COc1ccc(OC)c(CNC(=O)c2ccc(NC(=O)c3nsc4ccccc34)cc2)c1
    106	-0.3
> CN(C(=O)CN1CCc2ccccc2C1)c1c(N)n(Cc2ccccc2)c(=O)[nH]c1=O
    103	0.2
> O=C(Nc1ccc2nc(C3CC3)n(Cc3ccccc3)c(=O)c2c1)C1CC1
    101	-0.1
> NC(=O)CNC(=O)c1cccc(Cl)c1
    107	0.2
> CN1c2ccccc2Oc2nnc(NCc3ccccc3)cc21
    103	-0.1
> O=c1oc2ccccc2n1-c1nc2ccccc2o1
    100	-0.4
> CCOC(=O)N1CCN(C(=O)CC2C(=O)N(Cc3ccccc3)C(C)c3nc4ccccc4n32)CC1 (configuration not stated)
    100	-0.7
> O=C(Nc1ccc2c(c1)OCCO2)Nc1cccs1
    107	0.4
> O=C1CCCC/C1=C\Nc1nc(-c2ccccc2)cs1
    104	0.4
> O=C(CCCCN1CCCCC1)c1ccccc1
    103	0.1
> COc1ccc(-n2nnc3c(SCC(=O)N4CCc5ccccc54)ncnc32)cc1
    106	1.6
> c1ccc2c(c1)CC(CN1CCCCC1)O2 (configuration not stated)
    107	0.3
> O=C(Nc1cccc(Cl)c1)Nc1ccccn1
    101	-0.1
> CCCN(CCC)CCCNC(=O)Cn1cnc2sc(C)c(S(=O)(=O)N3CCC(C)CC3)c2c1=O
    106	0.3
> CC1CCN(C(=O)c2ccc3c(=O)nc4c(-c5ccccc5)n[nH]n4c3c2)CC1
    102	0.2
> N#Cc1c(/N=C/c2cc(Br)ccc2O)sc2c1C1CCN2CC1
    101	0.1
> CCN(C(=O)Cn1cnc2sc(C)c(S(=O)(=O)N3CCN(c4ncccn4)CC3)c2c1=O)c1ccccc1F
    108	0.7
> CCCNC(=O)c1ccc2c(=O)n3nc(Nc4ccccc4CC)sc3nc2c1
    101	0.2
> CCOC(=O)c1ccc(N=Cc2ccc(O)c(OC)c2)cc1
    100	0.2
> O=c1cc(C2CCN(C(=S)Nc3cccc(Cl)c3)CC2)[nH]n1-c1ccccc1
    103	0.7
> Cc1ccc(Cn2cc(CCC(=O)NCC(C)c3ccccc3)c3ccccc32)cc1 (configuration not stated)
    100	-1.3

Going on with the list:
Each structure is followed by: PV pol inh	PV pol inh FP z-score
> CC(C)(C)C(=O)Nc1nccs1
    104	0
> CCOc1ccc(-c2nc(CNC(=O)Nc3ccccc3)c(C)o2)cc1
    112	1.3
> CC(NC(=O)Cn1c(-c2cccs2)cc2ccccc21)c1ccccc1 (configuration not stated)
    103	0.5
> CN(Cc1ccccc1)C(=O)CSc1c2c(nc3ccc(Cl)cc13)CCCC2
    99	-1
> CC(C)(C)NC[C@H](O)COc1cccc2c1CCCC2=O
    101	0.1
> O=C(Oc1ccc(N(C(=O)c2ccccc2)S(=O)(=O)c2cccs2)cc1)c1ccccc1
    110	0.6
> Cc1ccc(C(=O)N(C)Cc2ccccc2)cc1
    98	-1.4
> CCn1cc(C(=O)OCC(=O)OC2CC(C)CCC2C(C)C)c(=O)c2ccc(C)nc21 (configuration not stated)
    97	-0.3
> COc1ccc(-c2nc(SCC(=O)N3CCC(c4ccccc4)=N3)n[nH]2)cc1
    98	-0.2
> CCC(=O)Nc1ccccc1-c1ccccc1NC(=O)CC
    102	-0.2
> COc1ccc(NCC(=O)Nc2ccc(F)cc2)cc1
    101	0.2
> CN1C(C(=O)N2CCN(Cc3ccccc3)CC2)=CC(c2ccc(F)cc2)=NS1(=O)=O
    103	-0.1
> COc1ccc(C2C=C(c3ccccc3)Nc3nc(NC(=O)/C=C/c4ccc(Cl)cc4)nn32)cc1 (configuration not stated)
    113	1.2
> Cc1nc2c(c(C)nn2C)c(C)c1CCC(=O)NCCc1ccccc1
    103	0.1
